Kir21 inh: blocks the mouse Kir2.1 inward-rectifier potassium channel; HEK293-Kir2.1, FluxOR thallium flux fluorescence; hits give low values; hit rate 0.85% among 310,000; B-score at 10 µM;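 active = fluorescence ratio B-score at or below minus 3 SD of library scores, with starting-brightness B-score within 2 SD, cut at about -4.2 in these data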;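 also: channel flux triggered by added potassium and thallium sulfate stimulus; B-score of peak minus minimum fluorescence over baseline after thallium stimulus; more negative B-score means stronger Kir2.1 block with less thallium influx; some compounds called inactive have numbers as strong as hits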
STK33 inh: inhibitors of human STK33 kinase. Q9BYT3. purified STK33, MBP phosphorylation, ADP-Glo luminescence. inhibition, % at 10 µM. hit rate 0.073% among 320,000;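 active = inhibition at or above 25%, using the most active replicate where run in duplicate; inactive = inhibition below 25%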
KCNQ2 block: KCNQ2 potassium channel inhibitors, primary screen, cell-based, CHO-K1, FluxOR thallium flux, B-score (AID 2156); O88943; hit rate 1.1% among 310,000; B-score at 10 µM; 20 min; hits give low values;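 active = fluorescence ratio B-score at most minus 3 library SDs, with starting brightness B-score within 2 library SDs, cut at about -5.5 in these data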
Target sequence (O88943 whole entry, looked up): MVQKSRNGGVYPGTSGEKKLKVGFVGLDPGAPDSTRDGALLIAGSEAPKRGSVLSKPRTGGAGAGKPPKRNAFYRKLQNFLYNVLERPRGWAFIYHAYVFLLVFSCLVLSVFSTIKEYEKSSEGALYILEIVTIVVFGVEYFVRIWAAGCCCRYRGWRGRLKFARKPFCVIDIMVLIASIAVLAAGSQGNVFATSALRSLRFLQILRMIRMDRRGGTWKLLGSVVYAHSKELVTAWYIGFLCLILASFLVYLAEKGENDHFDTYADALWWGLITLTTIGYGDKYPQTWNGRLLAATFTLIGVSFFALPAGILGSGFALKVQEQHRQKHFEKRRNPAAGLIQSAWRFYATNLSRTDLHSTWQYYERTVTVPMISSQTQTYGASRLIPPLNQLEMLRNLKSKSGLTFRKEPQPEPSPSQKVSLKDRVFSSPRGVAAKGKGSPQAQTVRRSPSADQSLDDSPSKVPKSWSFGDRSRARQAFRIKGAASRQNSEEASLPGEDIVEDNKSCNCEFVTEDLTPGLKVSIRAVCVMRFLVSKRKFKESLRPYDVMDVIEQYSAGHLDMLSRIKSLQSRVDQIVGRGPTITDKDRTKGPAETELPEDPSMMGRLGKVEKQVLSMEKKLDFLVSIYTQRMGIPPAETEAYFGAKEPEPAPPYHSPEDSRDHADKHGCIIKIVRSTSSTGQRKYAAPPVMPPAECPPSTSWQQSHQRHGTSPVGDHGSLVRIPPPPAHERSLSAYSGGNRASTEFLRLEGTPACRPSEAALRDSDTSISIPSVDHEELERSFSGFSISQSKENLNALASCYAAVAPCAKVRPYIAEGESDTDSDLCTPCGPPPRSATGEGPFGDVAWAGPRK
The depositor's hits bear a star; i = inactive; nt = no result given.

molecule,Kir21 inh,KCNQ2 block,STK33 inh
O=C(O)C1CC=CCC1C(=O)Nc1cc(Cl)ccc1Cl (configuration not stated),0.02,i,-1.6
CCCC[N+](C)(C)CCC(=O)NC(C)(C)CS(=O)(=O)[O-],1.4,i,0.5
Nc1[nH]c(N=NC(=O)c2ccccc2)c2ccccc12,-0.94,i,-1.0
CN(C)c1ccc(C(=O)NN2C(=O)c3ccccc3C2=O)cc1,0.93,i,0.3
COC(=O)c1sccc1NC(=O)Cn1nnc(-c2ccc(C)cc2)n1,0.69,i,-0.3
CCCCOc1ccc(OCCNC(=O)C2CCCN2C(=O)Nc2ccccc2)cc1 (configuration not stated),-0.98,i,-1.0
Cc1cc(Cl)ccc1NC(=O)CSc1nnc(Cc2cccs2)n1Cc1ccco1,-1.6,-6.3*,3.7
Cc1c(C(=O)N/N=C/c2cccs2)nnn1-c1nonc1N,-0.06,i,-0.1
CCOC(=O)c1ccc2nc(C)c(CCC(C)=O)c(Cl)c2c1,-0.47,i,0.5
O=C(O)c1cc(S(=O)(=O)N(Cc2ccccc2)c2ccccc2Cl)ccc1Cl,1.1,i,-6.4
COC(=O)c1ccc(-n2c(C)ccc2-c2ccccc2)cc1,-1.5,-6.6*,2.3
Cc1cccn2c(=O)c(C=NCc3ccccc3)c(NCCO)nc12,0.03,i,1.0
O=C(O)CCC(=O)N1N=C(c2ccc(Br)cc2)CC1c1cccc(Br)c1 (configuration not stated),1.7,i,-2.7
O=C(CCNS(=O)(=O)c1ccccc1)NNC(=O)c1csc(N2CCOCC2)n1,1.7,i,-1.3
CC(C)CC(NC(=O)OC(C)(C)C)c1cn([C@@H](CCCCNC(=O)OC(C)(C)C)C(=O)N2CCN(C(=O)OC(C)(C)C)CC2)nn1 (some centres not stated),1.9,i,-0.1
CCc1cc(C(=O)OC)c(N2C(=O)C3C4C=CC(C4)C3C2=O)s1 (configuration not stated),1.1,i,1.4
COc1ccccc1N(CC(=O)N1CCCCC1)S(=O)(=O)c1ccccc1,-0.19,i,-1.5
CCOc1ccc(C2c3c(oc4ccccc4c3=O)C(=O)N2c2ccc(C)cn2)cc1OC (configuration not stated),0.1,i,2.3
O=C1NCCN/C1=C\C(=O)c1ccc(Br)cc1,0.38,i,1.3
O=c1c2ccccc2cnn1Cc1n[nH]c(=S)n1C1CC2CCC1C2 (configuration not stated),1.7,i,-0.7
CC1CCC2C(=O)N(c3ccc(NC4CCN(Cc5ccccc5)CC4)c([N+](=O)[O-])c3)C(=O)C2C1 (configuration not stated),-1.2,i,-0.3
CCc1cc2c(=O)c(-c3ccc(F)cc3)c(C(F)(F)F)oc2cc1OCC(=O)O,0.71,i,-0.9
O=C(O)C1CCN(c2c([N+](=O)[O-])cc(C(F)(F)F)cc2[N+](=O)[O-])CC1,-1.9,i,-0.1
Clc1ccc(CNc2cnccn2)cc1Cl,-1.1,i,0.4
COc1cccc(N2C(=O)Nc3ccc(Br)cc3C2(O)C(=O)NCCN(C)C)c1 (configuration not stated),0.88,i,0.3
COc1ccc(/C(N)=N/OC(=O)C2CCCCC2)cc1,1.5,i,-0.4
COc1ccccc1C(C)NCC(=O)NCc1ccc(C)cc1 (configuration not stated),-0.18,i,0.1
O=C(OCc1nc(-c2ccccc2)oc1COC(=O)c1ccco1)c1ccco1,1.1,i,-0.2
CC(CN1CCN(Cc2ccccc2)CC1)OC(=O)c1ccco1 (configuration not stated),-0.03,i,-1.7
Cc1cc(CN2CCCCC2C(=O)Nc2ccc(Oc3cccnc3)cc2)oc1C (configuration not stated),1.9,i,1.0
Cc1ccc(-c2nc3ccccc3[nH]c2=O)cc1,-0.07,i,-0.4
N#Cc1c(NCCO)ccc([N+](=O)[O-])c1NCCO,1.4,i,-0.8
COc1ccc(C(=O)CSc2ccc(-c3ccco3)nn2)cc1,1.8,i,-2.6
CCCc1c(O)nc(SCC(=O)N2CCCCC2)[nH]c1=O,0,i,-1.2
Cn1c(SCC(=O)N2CCN(S(=O)(=O)c3ccccc3)CC2)nc2ccccc21,2.3,i,-1.8
O=C(c1cn(CC(=O)N2CCCC2)c2ccccc12)C1CCCCC1,0.6,i,-1.1
CCOc1ccc(C(=O)N2CCC3(CC2)NCCc2[nH]cnc23)cc1OCC,1.4,i,0.6
O=C(c1cc([N+](=O)[O-])ccc1N1CCOCC1)N1CCN(c2ccc([N+](=O)[O-])cc2)CC1,-0.93,i,-0.9
O=[N+]([O-])c1ccc(N2CCN(Cc3ccncc3)CC2)cc1,0.53,i,-1.2
O=C(CCCCCN1C(=O)CCC1=O)Nc1ncn[nH]1,-1.6,i,-1.0
CCOC(=O)C1CCCN(C(=O)/C(=C/c2ccco2)NC(=O)c2ccccc2)C1 (configuration not stated),0.48,i,0.4
Cc1cccn2c(=O)c(C=Nc3ccccc3)c(NCCO)nc12,-0.59,i,-1.5
Nc1ccc(-n2c(N)c(C(=O)NCc3ccc4c(c3)OCO4)c3nc4ccccc4nc32)cc1,1.1,i,-1.0
COc1ccc(/C=C/C(=O)N[C@@H](C)C(=O)O)cc1,1.3,i,-0.1
COc1ccc2[nH]c3c(NCCN4CCCCC4)ncnc3c2c1,-0.96,i,1.1
Brc1nc(-c2ccccc2)nc(-c2ccccc2)c1Br,0.35,i,-5.7
O=C(Nc1ccccn1)c1ccc(C(=O)c2ccccc2)cc1,0.61,i,1.0
Cc1ccc(OCCn2ncc3ccccc3c2=O)c(C)c1,1.1,i,-2.1
CC12CCC(C(=O)NCCN3CCCCC3)(CC1=O)C2(C)C (configuration not stated),-1.6,i,-1.2
Oc1c(Cl)cc(Cl)cc1C=Nc1ccc(Br)cc1,0.72,i,-0.4
COCCCn1c(SCC(=O)NC2CCCC2)nnc1-c1cccs1,2.5,i,-0.3
COc1ccccc1N1CCN(C(=O)CN(c2cc(C)cc(C)c2)S(C)(=O)=O)CC1,0.31,i,-0.6
COc1ccc(-n2c(Cc3cccn3C)nnc2SCC(=O)Nc2ccccc2C)cc1,-0.11,i,-0.4
C=CCOC(=O)C1=C[C@H](C2CCCCC2)[C@@H](CCCO)[C@H](OCC)O1,-1.2,i,-0.1
CC(C)N(Cc1ccccc1)C(=S)Nc1ccc(OC(F)F)cc1,-0.3,i,-3.3
O=C(CN1C(=O)c2ccccc2C1=O)NC1CCCCCC1,1.8,i,-0.3
COC(C(=O)Nc1ccnn1C1CCN(Cc2nccs2)CC1)c1ccccc1 (configuration not stated),-0.24,i,0.0
COc1ccc(S(=O)(=O)N2CCCC2CNC(=O)C(=O)Nc2ccc(F)cc2)cc1 (configuration not stated),0.67,i,0.7
OCC(O)[C@@H](O[C@H]1O[C@H](CO)[C@@H](O)[C@H](O)[C@H]1O)[C@H](O)[C@@H](O)CO (some centres not stated),-0.53,i,-0.3
COc1ccc(C(=O)/C=C/c2cccnc2)c(OC)c1,0.27,i,4.7

Continuation.
molecule,Kir21 inh,KCNQ2 block,STK33 inh
Cc1cc(C(=O)N/N=C/c2ccc3c(c2)OCO3)c(C)o1,1.7,i,0.8
Cc1ccc2cccc(OCCOCCOc3ccccc3Br)c2n1,-0.71,i,0.1
Cc1cccc(C)c1NC(=O)CN(C)C(=O)c1ccccc1C(=O)N(C)Cc1ccccc1,-0.69,-6.6*,-0.5
COc1ccc(N(CC(=O)N/N=C/c2cc(OC)ccc2OC)S(=O)(=O)c2ccccc2)cc1,1.6,i,-1.5
Cc1c(N2C(=O)c3ccccc3C2(O)c2ccccc2)c(=O)n(-c2ccccc2)n1C (configuration not stated),-0.04,i,13
CC1(C)CC(=O)C(C=NCCN2CCN(C(=O)CCl)CC2)=C(O)C1,0.23,i,-1.9
CC(C)OC(=O)c1ccc(Cn2nnc3ccccc3c2=O)cc1,-0.65,i,-1.9
COc1ccc(Oc2ccc(/C=C/C(=O)c3cccc(OC)c3)cc2[N+](=O)[O-])cc1,-2.1,i,-0.1
Cc1cc(N)n(-c2ccc(C)c(C)c2)n1,1.8,i,-1.1
CC(=O)c1ccc(S(=O)(=O)N2CCC(Oc3ccc(-n4cnnn4)cc3)CC2)cc1,-0.9,i,-0.3
Cc1cc(C)c2c(c1)cc(C)c1nnc(SCC(=O)N3CCCc4ccccc43)n12,-4.2,i,-2.1
Cc1ccc(C(=O)Nc2ccc(S(=O)(=O)Nc3cnc4ccccc4n3)cc2)cc1,1.1,i,-1.9
CCc1nccn1CCC(=O)N1CCc2c([nH]c3ccccc23)C1CC(C)C (configuration not stated),-0.59,i,0.0
CC(NC(=O)CSc1nnc(-c2cccnc2)n1N)c1ccccc1 (configuration not stated),0.94,i,-0.2
CC(/C=N/NC(=O)c1nnn(-c2nonc2N)c1C(C)C)=C\c1ccco1,1.4,i,0.1
CC1=CC(=Nc2c(C)n(C)n(-c3ccccc3)c2=O)C=C(C)C1=O,0.02,i,-1.4
CC(/C=N/N1CCN(c2ccccc2)CC1)=C\c1ccccc1,0.85,i,-0.6
FC(F)(F)c1cc(CCN2CCNC[C@H]2Cc2cccc3ccccc23)cc(C(F)(F)F)c1,-1.8,i,0.2
Cc1ccc(CNC(=O)c2ccc(CN3CCOCC3)cc2)cc1,-0.92,i,-0.2
Cc1nn(CCCC(=O)Nc2cc(Oc3ccccc3)cc([N+](=O)[O-])c2)c(C)c1[N+](=O)[O-],-1.2,i,-3.3
COc1cccc(CC(=O)OCC(=O)NC(=O)c2ccc(OC(F)F)cc2)c1,-6.7e-16,i,-2.2
Cc1ccc(NC(=O)N(C)c2ccccc2)cc1,-1.4,i,-0.7
CC(=O)c1ccc(OCCNS(=O)(=O)c2ccc(-n3cnnn3)c(C)c2)cc1,0.19,i,-0.7
Cc1cc(C)c(OCC(=O)Nc2ccccn2)c([N+](=O)[O-])c1,-2.7,i,0.6
COc1ccc(S(=O)(=O)N(CC(=O)NN=C2CCN(C)CC2)c2ccc(C)cc2)cc1OC,0.03,i,-0.7
Cc1cccc(NC(=O)c2ccc(NCC3CCCO3)c([N+](=O)[O-])c2)n1 (configuration not stated),0.13,i,0.2
Nc1ccc2nc(-c3ccc(N)c(Cl)c3)[nH]c2c1,0.67,i,2.3
CN(C)S(=O)(=O)c1ccc(Cl)c(NC(=O)CN2C(=O)NC3(CCCC3)C2=O)c1,0.81,i,-0.4
COc1ccc(CCN2CC34C=CC(O3)C(C(=O)NCc3ccccc3)C4C2=O)cc1OC (configuration not stated),0.38,i,-0.8
Cc1ccc(C2=NCN(c3ccc(C(=O)O)cc3)C(=S)N2)cc1,2.3,i,-0.4
Cc1ccc2nc(NC(=O)CSc3nc(=O)n(CCN(C)C)c4c3CCCC4)sc2c1,-1.5,i,3.1
COc1cc(/C=N/Nc2ccc3ccccc3c2)ccc1OC(=O)c1ccco1,0.38,i,-1.7
CC[C@H]1c2[nH]c3ccccc3c2C[C@@H]2C(=O)N(c3ccc(F)cc3)C(=O)N21,-1.2,i,-0.3
Cc1ccc(N2NC(C)(c3cccs3)NC2=S)cc1 (configuration not stated),2.2,i,nt
CCN(CC(=O)Nc1ccccc1C(F)(F)F)C(=O)CN1C(=O)NC2(CCCC2)C1=O,0.33,i,-1.0
CCCn1c(SCC(=O)NCCc2ccc(Cl)cc2Cl)n[nH]c1=O,-0.09,i,-1.0
Cc1ccc(O)c(C(=O)/C=C/c2ccc3c(c2)OCCCO3)c1,-1.8,i,-0.4
Cc1ccc(CNC(=O)c2ccc(CS(=O)Cc3cccc(Cl)c3)o2)cc1 (configuration not stated),0.39,i,-1.6

Full records, looked up by structure. Order of values: Kir21 inh, KCNQ2 block, STK33 inh
CCN(CC(=O)Nc1ccccc1C(F)(F)F)C(=O)CN1C(=O)NC2(CCCC2)C1=O across the screens: 0.33, i, -1.0
COc1ccc(S(=O)(=O)N(CC(=O)NN=C2CCN(C)CC2)c2ccc(C)cc2)cc1OC across the screens: 0.03, i, -0.7
Cc1ccc(O)c(C(=O)/C=C/c2ccc3c(c2)OCCCO3)c1 across the screens: -1.8, i, -0.4

Some of the entries so far, field by field:
Cc1ccc2nc(NC(=O)CSc3nc(=O)n(CCN(C)C)c4c3CCCC4)sc2c1
  Kir21 inh: -1.5
  KCNQ2 block: i
  STK33 inh: 3.1
COc1cc(/C=N/Nc2ccc3ccccc3c2)ccc1OC(=O)c1ccco1
  Kir21 inh: 0.38
  KCNQ2 block: i
  STK33 inh: -1.7
CC[C@H]1c2[nH]c3ccccc3c2C[C@@H]2C(=O)N(c3ccc(F)cc3)C(=O)N21
  Kir21 inh: -1.2
  KCNQ2 block: i
  STK33 inh: -0.3

No enrichment for hits (roughly 1.9% active in at least one column).
